PKM2 act: activators of human pyruvate kinase M2. P14618. purified PKM2, Kinase-Glo ATP luminescence, activation; response scale: 0% is enzyme alone, no compound. Potency, µM (highest dose often 57.5 µM), without a hit: at the highest dose activation, most hits filed as activators. 0.34% of 260,000 active. AID 1631; note: potency is the fitted concentration of half-maximal effect; % is set by controls: 0 for no effect and ±100 for the full control effect; nearly all actives have a fitted effect of over 55% in size
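Kinase-Glo luminescence reports ATP generated from ADP (0.1 mM) and PEP (0.5 mM) by purified hPK-M2 after 1 h at room temperature, pH 7.2 imidazole buffer; intermediate enzyme activity allows detecting inhibitors and activators.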
Chronic BCR inh: blocks chronic active B-cell receptor signaling. ABC-DLBCL IkBa-CBG/CBR reporter, luminescence ratio, 4 h. Potency, µM (titrated, usually from 46.1 µM), for the others: top-dose ratio change, negative = lower green/red ratio, usual class: inhibitors. 0.05% of 340,000 active. AID 493014; active = well fitted inhibition curve with a large enough effect in the signal ratio, with a control signal flat, not every such curve was filed as active; inconclusive = small, poorly fitted or top-dose-only effect, or effect the other way, or a change in a side signal; the % refers to the signal ratio;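 note: potency is the fitted concentration of half-maximal effect; plate controls were basal doxycycline-induced cells for no effect and cells given 10 µM MG132 for full effect; MG132 reads +100%, hits lower the ratio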
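Compounds up to 46 uM were incubated four hours with TMD8 cells whose green CBG68 luciferase is fused to IkappaBalpha; red CBR luminescence normalised the signal, and concentration-effect curves were fitted to fusion, red and ratio data.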
Giardia kill: kills Giardia lamblia | Giardia lamblia trophozoite viability | activity change, % at 7.66 µM, hits read low | 0.15% of 340,000 active; in the data active = activity change below about -80%; inconclusive = between about -30% and that limit;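 note: parasites exposed to compound for two days anaerobically before the ATP read; % is set by controls: 0 for no effect and ±100 for the full control effect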
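Media and compound were dispensed first, then trophozoites at 100 cells/well; plates sat 48 hrs at 37 deg C without oxygen before ATP luminescence reagent was added and read after 15-30 min at room temperature.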
S-ASM inh: human S-ASM enzyme inhibition; P17405; placental ASM, HMU-PC fluorogenic substrate, 60 min; Potency, µM (doses to about 57.5 µM), without a hit: at the highest dose activity change, negative = inhibition, most hits filed as inhibitors; 0.006% of 340,000 active; note: potency is the fitted concentration of half-maximal effect
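qHTS format. ASM enzyme prepared from human placenta hydrolyses the fluorogenic substrate HMU-PC0 (9 uM final) over 60 min at 37 °C after a 10 min compound preincubation.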
Menin-MLL TR inh: menin-MLL binding inhibition, Texas Red mutant peptide; Potency, µM (highest dose often 61.6 µM), inactives show at the highest dose FP activity change, negative = inhibition, most hits filed as inhibitors; Menin + Texas Red MLL mutant peptide, fluorescence polarization; O00255; 0.23% of 270,000 active; active = well fitted inhibition curve with a large enough effect in the polarisation, with a control signal flat, not every such curve was filed as active; inconclusive = small, poorly fitted or top-dose-only effect, or effect the other way, or a change in a side signal; inactive = no such curve, though single readings can be large or run the other way; the % refers to the polarisation; note: potency is the fitted concentration of half-maximal effect; % of control where 0% means no effect; many of its hits are not listed in these tables
PTAP TSG101 blk: blocks PTAP/TSG101 interaction to inhibit HIV-1 budding. Q99816. Potency, µM (highest dose often 115 µM), inactives show top-dose activity change, negative = inhibition, usual class: inhibitors. 340,000 tested, under 10 active. Fluorescence polarization, FITC-PTAP peptide / Tsg101 binding; active = well fitted inhibition curve with a large enough effect in the main read-out, with a control signal flat, not every such curve was filed as active; inconclusive = small, poorly fitted or top-dose-only effect, or effect the other way, or a change in a side signal; inactive = no such curve, though single readings can be large or run the other way; note: potency is the fitted concentration of half-maximal effect; % of control where 0% means no effect
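Tsg101 binding domain (10 uM final) was mixed with compound and a FITC-labeled PTAP peptide (50 nM final) in HEPES pH 7.5 buffer with NaCl, Tween 20, EDTA and TCEP; fluorescence polarization was read after 20 min at r.t.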
GALK inh: blocks human galactokinase activity; 0.007% of 270,000 active; P51570; Purified GALK, Kinase-Glo residual ATP luminescence; Potency, µM (doses to about 57.5 µM), for inactives: at the highest dose activity change, negative = inhibition, usual class: inhibitors; note: potency is the fitted concentration of half-maximal effect; % is set by controls: 0 for no effect and ±100 for the full control effect
Target sequence (P51570 whole entry, looked up): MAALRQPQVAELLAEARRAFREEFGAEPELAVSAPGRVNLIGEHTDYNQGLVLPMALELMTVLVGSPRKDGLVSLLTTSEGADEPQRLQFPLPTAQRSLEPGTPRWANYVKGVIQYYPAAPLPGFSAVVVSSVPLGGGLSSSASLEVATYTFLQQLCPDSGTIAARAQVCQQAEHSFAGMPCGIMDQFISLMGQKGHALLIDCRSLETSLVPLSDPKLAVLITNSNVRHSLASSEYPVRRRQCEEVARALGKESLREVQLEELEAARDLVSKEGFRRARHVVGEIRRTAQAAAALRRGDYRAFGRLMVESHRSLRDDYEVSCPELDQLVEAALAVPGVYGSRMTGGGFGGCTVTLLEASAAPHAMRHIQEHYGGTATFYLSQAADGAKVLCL
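Kinase-Glo Plus luminescence measured ATP left after a 1 h room-temperature reaction. The reaction used 5 nM GALK, 100 uM galactose and 35 uM ATP at pH 8.0 (20 mM HEPES, 5 mM MgCl2, 60 mM NaCl, 1 mM DTT, 0.01% BSA).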
FBPA coupling cs: counter-screen for Giardia aldolase inhibitors: coupling enzyme system; AID 2472; activity change, negative = inhibition, % at 58.2 µM, hits read low; coupling enzyme system counterscreen, AmpLite Red fluorescence; 0.67% of 290,000 active; in the data active = activity change below about -30%; note: % is set by controls: 0 for no effect and ±100 for the full control effect
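Fluorescence at 525 nm excitation and 598 nm emission measured inhibition of the coupled detection system without aldolase. Compounds (at 57.5 uM final) were preincubated 10 min at room temperature with coupling enzyme reagent before a 20 min substrate/AmpLite Red step.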
B2AR arrestin: agonists driving beta-arrestin recruitment to human beta2-adrenergic receptor. P07550. beta-arrestin recruitment to beta2AR, cell-based reporter. Potency, µM (highest dose often 46.1 µM), for inactives: at the top dose activation, actives largely listed as activators. 0.02% of 330,000 active;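 note: potency is the fitted concentration of half-maximal effect; 0% = DMSO controls and full agonism = EC100 isoproterenol or metaproterenol; nearly all actives have a fitted effect of over 65% in size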
Target sequence (P07550 whole entry, looked up): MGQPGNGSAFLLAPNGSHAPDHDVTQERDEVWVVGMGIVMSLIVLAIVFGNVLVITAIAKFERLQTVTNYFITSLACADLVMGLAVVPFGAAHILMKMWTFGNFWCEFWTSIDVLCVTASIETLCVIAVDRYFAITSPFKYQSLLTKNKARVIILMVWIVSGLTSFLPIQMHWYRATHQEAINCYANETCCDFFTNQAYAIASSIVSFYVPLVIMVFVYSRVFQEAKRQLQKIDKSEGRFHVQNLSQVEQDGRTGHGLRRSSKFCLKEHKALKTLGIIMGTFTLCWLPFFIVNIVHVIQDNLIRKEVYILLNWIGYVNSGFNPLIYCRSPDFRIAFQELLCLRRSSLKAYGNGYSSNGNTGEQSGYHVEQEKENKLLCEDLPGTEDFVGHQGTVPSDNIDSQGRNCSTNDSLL
Integrin act MD: activates integrin-mediated alleviation for muscular dystrophy; 0.064% of 350,000 active; alpha7betagal myoblasts, beta-gal FDG fluorescence, 48 h; Potency, µM (highest dose often 38.3 µM), inactives show at the top dose activation, usual class: activators;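 note: potency is the fitted concentration of half-maximal effect; 100% = response of the positive control SU9516; nearly all actives have a fitted effect of over 60% in size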
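alpha7betagal+/- myoblasts (passage 13, 250/well) treated 48 h at 37C with compounds at 1:260 dilution of DMSO stock. Lysed, then beta-galactosidase activity read as FDG fluorescence (ex 480/em 540) after 30 min, with pre-read for autofluorescence.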
Tb PFK block: blocks T. brucei phosphofructokinase; O15648; T. brucei PFK, ADP-Glo luminescence; Potency, µM (doses to about 57.5 µM), inactives show at the top dose activity, negative = inhibition, actives largely listed as inhibitors; 0.17% of 330,000 active; AID 485367;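 note: potency is the fitted concentration of half-maximal effect; 0% = uninhibited 1x PFK enzyme wells and -100% = no-enzyme wells; nearly all actives have a fitted effect of over 60% in size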
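Luminescent ADP detection (ADP-Glo, two-step: ATP depletion then ADP-to-ATP conversion for luciferase) reported PFK activity after 45 min room-temperature reaction of 1.25 nM enzyme with 0.5 mM F6P and 0.1 mM ATP at pH 8.0.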
* marks the source's active call; other numbers are inactive results; i = inactive; ? = inconclusive; . = not tested or not shown; [ ] = another dose, or the depositor's remark. Unless noted, calls come from the whole dose curve; as a rule, active = well fitted curve in the direction sought with a large enough effect; inconclusive = small, poorly fitted or top-dose-only effect, or another doubt; inactive = no such curve, though single readings can be large; an effect the other way counts as inactive or inconclusive. Only part of the results is shown (hit frequency here may not be typical).

The line under a structure holds: PKM2 act	Chronic BCR inh	Giardia kill	S-ASM inh	Menin-MLL TR inh	PTAP TSG101 blk	GALK inh	FBPA coupling cs	B2AR arrestin	Integrin act MD	Tb PFK block
1. CCN(CC(=O)Nc1c(F)cccc1F)C(=O)c1cnc(C)cn1
  .	-10.7%	8.5	4.5%	.	-1.5%	.	.	-0.9%	5.0%	-8.7%
2. N#Cc1c(Cl)cccc1N1CCC(C(N)=O)CC1
  -13.5%	-29.6%	4.9	32.9%[activator]	.	-0.4%	4.5%	8.8	0.0%	-20.5%	0.0%
3. O=C(N[C@H]1/C=C\[C@@H](O)CCCC1)OCc1ccccc1
  .	?	2.9	0.3%	.	0.6%	.	.	-1.3%	-4.8%	0.0%
4. C[C@@H]1CC=C[C@H]2[C@H]1C(=O)N(Cc1ccccc1)[C@H]2c1ccc(Br)cc1F
  -4.4%	?	3.1	-16.1%	.	-4.0%	-2.2%	-2.0	-0.3%	-11.8%	-1.8%
5. Cc1cccc(NC(=O)C2CCCN(S(=O)(=O)c3c(C)nn(C)c3C)C2)n1 (stereo not drawn)
  -2.4%	3.6%	-8.4	2.4%	2.4%	-0.1%	0.9%	1.8	0.3%	-50.9%	-0.2%
6. O=C(Nc1ccc2c(c1)N(S(=O)(=O)c1cccs1)CCC2)c1c(F)cccc1Cl
  .	?	40.5[activator]	-3.5%	.	1.1%	.	.	0.1%	-19.1%	9.5%
7. Nn1c(SCC(=O)NC(=O)NCc2ccccc2)nnc1C1CC1
  1.4%	2.4%	2.9	5.5%	-8.8%	-7.5%	5.3%	2.1	-0.5%	1.3%	0.0%
8. CN(c1ccc(C(=O)NCCSC(C)(C)C)cc1)S(=O)(=O)c1ccccc1
  -0.5%	0.7%	-0.2	-1.9%	-7.1%	-0.9%	-1.3%	-1.7	-0.8%	-26.8%	2.0%
9. Cc1ccc(C)c(S(=O)(=O)N2CCCC2CNC(=O)C(=O)NCCc2ccco2)c1 (stereo not drawn)
  .	-19.3%	23.8	-4.7%	.	-4.6%	.	.	-0.1%	4.1%	-2.8%
10. Cc1ccc(C(=O)Nc2cccc(N(C)S(C)(=O)=O)c2)cc1S(=O)(=O)Nc1ccccc1
  3.7%	?	5.6	-10.4%	3.2%	-8.2%	-2.6%	-1.8	0.5%	-32.6%[inhibitor]	3.5%[0.46 µM]
11. CCCCCCNC(=O)C(C#N)c1nc2ccccc2nc1N1CCOCC1 (stereo not drawn)
  -1.5%	4.3%	7.3	-9.5%	-0.3%	?	1.0%	1.8	-0.4%	12.1%	0.1%
12. N#Cc1c(NC(=O)C2CC(Cl)=CCC2C(=O)O)sc2c1CCCC2 (stereo not drawn)
  -1.4%	?	4.6	6.6%	?	-2.4%	-3.1%	16.8	5.6%	-24.7%	0.1%
13. c1ccc(-c2csc3ncnc(N4CCOCC4)c23)cc1
  -0.3%	?	0.0	1.6%	-6.3%	-4.3%	1.7%	3.9	-0.1%	3.1%	-0.1%
14. Cc1ccccc1OCCCC(=O)Nc1nccs1
  1.6%	?	5.1	-1.0%	3.2%	-0.7%	1.5%	2.4	-0.5%	19.7%	3.7%
15. O=C(COC(=O)c1c[nH]c2ccccc12)Nc1ccc(F)cc1
  .	-5.7%	-0.1	-1.7%	.	-10.9%	.	.	0.0%	30.3%	-1.0%
16. COc1ccccc1C(=O)NCCCNC(=O)c1cccnc1
  .	0.5%	-24.4	-1.7%	-2.6%	-3.1%	-0.3%	-0.1	-1.5%	-23.3%	-3.5%
17. COCCNc1nc2ccccc2n1CC(=O)c1ccc(OC)c(OC)c1
  2.8%	-5.6%	10.2	-0.2%	7.0%	-7.3%	5.4%	3.8	-1.1%	16.0%	0.7%
18. Cc1ccc(-c2n[nH]c(=S)n2/N=C\c2ccco2)cc1
  -12.8%	10.6%	-17.5	-0.2%	-19.8%	-1.4%	-1.7%	2.6	0.5%	-7.2%	-0.3%
19. CCC(C)Nc1nc2c(c(=O)[nH]c(=O)n2C)n1CCC(C)C (stereo not drawn)
  -14.8%	7.3%	-0.6	1.6%	0.0%	-0.4%	-2.6%	-0.6	0.4%	-19.9%	-4.9%
20. CN1CCCN(C(c2ccccc2)c2ccc(Cl)cc2)CC1 (stereo not drawn)
  -7.9%	?	11.9	2.6%	?	-1.5%	0.2%	0.8	-0.3%	.	2.0%
21. CCc1nc2ccc(C(=O)O)cc2nc1CC
  2.9%	?	4.9	0.9%	-10.2%	-1.0%	0.9%	-8.1	-0.3%	-5.2%	-2.6%
22. Cc1cccc(C(=O)Nc2cccc(C(=O)N/N=C/c3cccc(C)n3)c2)c1
  .	?	6.0	3.8%	0.8%	-3.2%	.	-2.8	0.6%	-11.9%	0.3%
23. COc1ccc(CCNC(=O)CSc2nc(N)c(C#N)c(-c3cccs3)c2C#N)cc1OC
  8.2%	?	-5.4	-3.7%	5.7%	.	1.3%	3.2	0.0%	16.7%	4.3%
24. COc1ccc(OC)c(NC(=O)CN(Cc2ccc(Cl)cc2)S(C)(=O)=O)c1
  19.9%	-13.6%	2.0	-1.9%	8.8%	-1.1%	0.5%	-1.0	-0.8%	11.2%	-0.5%
25. COc1cc(C(=O)NNC(=O)c2ccc3c(c2)OCCO3)cc(OC)c1OC
  .	-14.3%	8.8	1.5%	.	0.2%	.	.	-0.2%	-17.0%	-1.5%
26. CCOC(=O)c1c2n(c3ccc(O)cc13)CCCCC2
  -19.0%	8.4%	-5.5	-5.2%	-16.9%	0.3%	-0.4%	-0.3	-0.1%	14.4%	-23.8%
27. COc1ccc(CNc2nc(SC)n[nH]2)cc1OC
  12.9%	0.7%	-8.6	1.8%	8.4%	-2.4%	0.6%	1.2	-0.4%	3.7%	-8.5%
28. O=C(CON=C1c2ccccc2-c2ccccc21)NC12CC3CC(CC(C3)C1)C2
  9.9%	2.3%	16.1	-12.6%	-2.3%	0.2%	-0.4%	1.8	0.4%	-27.1%	12.2%
29. Cc1cnc(NC(=O)CSc2nnc(-c3ccncc3)n2C2CCCCC2)s1
  -1.7%	?	-9.4	6.6%	-8.4%	-4.0%	5.8%	0.8	-0.1%	-0.7%[7.66 µM]	1.3%
30. COC(=O)c1cc(NC(=O)Nc2ccccc2)ccc1Cl
  -8.4%	?	-8.6	-2.3%	?	2.0%	0.9%	-1.5	-0.3%	13.7%	-1.7%
31. Cc1cccc(-n2c(SCC(N)=O)nnc2-c2ccccn2)c1C
  0.3%	-0.2%	5.6	1.3%	8.0%	-2.5%	2.7%	1.6	-0.3%	19.4%	-2.7%
32. O=C(CSc1ncn[nH]1)NCCc1ccc(Cl)cc1
  .	5.9%	3.4	5.7%	-1.8%	-7.2%	4.5%	-1.5	0.0%	2.6%	-2.1%
33. CC(=O)n1cc([C@H]2C=C(C(=O)N3CCN(Cc4ccc5c(c4)OCO5)CC3)O[C@@H](OCc3ccc(CO)cc3)C2)c2ccccc21
  2.1%	6.3%	9.3	-12.2%	-15.5%	-0.1%	-3.5%	-1.4	0.3%	-7.2%	-6.8%
34. Cc1cc(N2CCN(S(=O)(=O)c3ccc4c(c3)OCCO4)CC2)n2ncnc2n1
  25.1µM*	.	29.6	6.3%	-21.8%	0.9%	3.3%	3.2	.	18.7%	.
35. Cc1cc(C)nc(NC(=O)c2cc(Br)ccc2Cl)n1
  4.9%	0.2%	-22.3	-0.1%	-0.7%	-0.1%	1.3%	1.6	0.2%	14.6%	-1.8%
36. CCOc1ccc(-c2n[nH]c(=S)n2/N=C/c2cc3c(cc2[N+](=O)[O-])OCO3)cc1
  -3.4%	2.8%	6.1	-13.9%	-0.2%	-2.8%	-1.9%	0.3	-0.2%	-4.7%	-0.3%
37. COc1ccccc1C1CN(c2ccccc2)N=C1c1cccs1 (stereo not drawn)
  -0.7%	11.9%	3.5	i	?	0.5%	0.6%	1.8	0.0%	21.6%	-6.3%
38. CCc1ccccc1NC(=O)CNC(=O)CSC(=S)N1CCCC1
  .	0.1%	12.6	1.9%	.	1.3%	.	.	0.2%	-7.8%	-3.7%
39. Cc1[nH]n(-c2cccc([N+](=O)[O-])c2)c(=O)c1-c1ccccc1
  1.2%	2.4%	0.3	4.2%	-3.7%	-3.7%	-2.4%	0.1	0.2%	13.9%	-1.2%
